TGFb inhibitor: inhibitors of TGF-b signaling. Potency, µM (titrated, usually from 46.1 µM), without a hit: at the highest dose activity, negative = inhibition, most hits filed as inhibitors. 1.2% of 410,000 active. HepG2 CAGA-GFP TGF-b/SMAD3 reporter, GFP fluorescence, 18 h; TGF-beta stimulated, 500 pg/mL final; note: potency is the fitted concentration of half-maximal effect; % is set by controls: 0 for no effect and ±100 for the full control effect; nearly all actives have a fitted effect of over 65% in size
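HEPG2 CAGA-GFP reporter cells (1000/well, DMEM with 1% FBS) received compounds, then recombinant TGF-beta at 500 pg/mL final for 18 hours at 37 degrees C. Per-cell GFP summed per well was normalised to unstimulated and stimulated DMSO controls before curve fitting.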
HepG2 tox: kills HepG2 cells in TGF-b inhibitor counter-screen; 0.76% of 410,000 active; HepG2 CAGA-GFP viability, ATP luminescence, 18 h; AID 588856; Potency, µM (titrated, usually from 46.1 µM), without a hit: top-dose activity change, negative = cytotoxicity, most hits filed as cytotoxic; note: potency is the fitted concentration of half-maximal effect; some results filed as inactive show a strong effect at the top dose
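HepG2 CAGA-GFP cells (1000/well, DMEM with 1% FBS) received compound, then TGF-beta at 500 pg/mL final, and were incubated 18 hours at 37 degrees C. Viability was read by CellTiter-Glo luminescence. Media-only wells were set as complete cell-killing and DMSO as no toxicity.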
Nrf2 inh: Nrf2 pathway inhibition; 2.1% of 360,000 active; Potency, µM (series often up to 46 µM), inactives show at the top dose activity change, negative = inhibition, most hits filed as inhibitors; A549 ARE-Fluc reporter, luciferase luminescence, 18-24 h; note: potency is the fitted concentration of half-maximal effect; % is set by controls: 0 for no effect and ±100 for the full control effect; nearly all actives have a fitted effect of over 60% in size
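A549 ARE_Fluc cells (5000/well, 5% FBS OPTI-MEM) pre-incubated 2 h, then treated with compounds 18-24 h at 37C/5% CO2 in concentration-response. CellTiter-Fluor viability read first; BugLite luciferase luminescence after 15 min at room temperature gives Nrf2 activity.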
A549 tox: A549 cytotoxicity, counter-screen for Nrf2 inhibitors; 0.16% of 390,000 active; Potency, µM (titrated, usually from 46 µM), inactives show at the top dose activity change, negative = cytotoxicity, usual class: inhibitors; A549 ARE-Fluc cells, CellTiter-Fluor viability, 18-24 h; note: potency is the fitted concentration of half-maximal effect; % is set by controls: 0 for no effect and ±100 for the full control effect
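A549 ARE-Fluc cells in 5% FBS OPTI-MEM, 5000 cells/well, rested 2 h then exposed to compounds in concentration-response for 18-24 h at 37 °C. Viability by CellTiter-Fluor fluorescence (Ex 405/Em 525) after 30 min; luciferase luminescence (BugLite, 15 min, RT) read afterwards.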
ATXN2 expr inh: reduces ATXN2 reporter expression in HEK-293 cells | HEK-293 ATXN2-luciferase reporter, luminescence, 24 h | Potency, µM (top dose mostly 57 µM), for the others: at the highest dose activity change, negative = inhibition, usual class: inhibitors | AID 1745845 | 0.72% of 360,000 active; note: potency is the fitted concentration of half-maximal effect; % is set by controls: 0 for no effect and ±100 for the full control effect; nearly all actives have a fitted effect of over 55% in size
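ATXN2-luciferase reporter cells (luciferase flanked by upstream and downstream ATXN2 gene portions) were treated 24 h at 37 °C with compounds at up to 57 uM. SteadyGlo luminescence gave expression; GF-AFC fluorescence gave viability.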
IL-1B inflam inh: inhibitors of inflammasome signaling (IL-1 beta secretion). THP-1 LPS/ATP IL-1B secretion, AlphaLISA, 16 h; stronger effect = lower value. activity change, % at 57.5 µM. 4.7% of 360,000 active; in the data active = activity change below about -50%; inconclusive = mostly about -30% to -49%; note: % is set by controls: 0 for no effect and ±100 for the full control effect
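THP-1 cells pretreated 1 hr with compounds (up to 57.5 uM final), then stimulated with LPS (250 ng/mL final) plus ATP (1.25 mM final); secreted IL-1B measured by AlphaLISA after 16 hr, decreased signal indicating inhibition.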
ATXN viability: cell viability loss in ATXN counter-screen; S2 cells (HEK-293 line with an ATXN2-luciferase reporter) viability, CellTiter-Fluor protease fluorescence, 24 h; 0.49% of 400,000 active; Potency, µM (highest dose often 56.7 µM), hits mostly cytotoxic; AID 651635; note: potency is the fitted concentration of half-maximal effect; nearly all actives have a fitted effect of over 40% in size
Nrf2 ARE act: activators of Nrf2 (ARE) signaling. AREc32 ARE-luciferase reporter (MCF7-derived line), luminescence, 24 h. AID 624171. Potency, µM (series often up to 46.1 µM), for the others: at the top dose activation, actives largely listed as activators. 0.31% of 410,000 active; note: potency is the fitted concentration of half-maximal effect; % of control where 0% means no effect; nearly all actives have a fitted effect of over 65% in size
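Steps: seed AREc32_Fluc cells (1000/well, 5% FBS OPTI-MEM); incubate overnight at 37 deg C; add 23 nL compound; incubate 24 hr; add Steady-Glo; hold 30 min RT; read luminescence.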
MCF10A rereplic: induces DNA re-replication in MCF 10a normal breast cells; Potency, µM (doses to about 46.1 µM), without a hit: top-dose activity, positive = re-replication, actives largely listed as activators; MCF 10A DNA re-replication, Hoechst nuclear intensity, 48 h; 2.9% of 350,000 active; AID 624296; note: potency is the fitted concentration of half-maximal effect; % of control where 0% means no effect; nearly all actives have a fitted effect of over 50% in size
* hit, by the source's call; i = inactive; u = inconclusive; x = not tested or not shown; [ ] = dose if it differs, or a comment. Unless noted, calls come from the whole dose curve; as a rule, active = well fitted curve in the direction sought with a large enough effect; inconclusive = small, poorly fitted or top-dose-only effect, or another doubt; inactive = no such curve, though single readings can be large; an effect the other way counts as inactive or inconclusive.

SMILES	TGFb inhibitor	HepG2 tox	Nrf2 inh	A549 tox	ATXN2 expr inh	IL-1B inflam inh	ATXN viability	Nrf2 ARE act	MCF10A rereplic
COc1cccc(C(=O)NNC(=O)c2ccc3ccccc3c2)c1	19.7%	-7.2%	1.5%	1.1%	0.4%	-1.9	i	-0.1%	4.3%
CC1CCCC(NC(=O)c2cc(S(=O)(=O)N3CCCCC3)ccc2Cl)C1C (stereo unspecified)	9.7%	-2.9%	12.3%	2.1%	-14.2%	13.4	i	-0.1%	-4.7%
CN1CCN(Cc2c(O)ccc3cc(-c4ccc(Cl)cc4)c(=O)oc23)CC1	u	-31.3%	x	u	x	x	x	11.1%	x
Cc1cccc(NC2SC(=O)N(CC(=O)O)C2=O)c1 (stereo unspecified)	9.7%	9.0%	-9.4%	0.9%	3.4%	-10.8	i	-0.4%	u
Cc1ccc2cccc(N)c2n1	6.0%	1.3%	6.0%	1.6%	-9.7%	14.5	i	2.1%	-0.8%
COc1cccc(CN(C(=O)CN2C(=O)c3ccccc3S2(=O)=O)C(C(=O)NCC2CCCO2)c2ccco2)c1 (stereo unspecified)	-0.5%	-1.7%	-1.6%	-6.5%	29.4%	17.5	i	0.3%	4.5%
CCN(CC)S(=O)(=O)c1cc(C(=O)Nc2ccccn2)ccc1C	-4.4%	-18.4%	u	-4.8%	2.8%	12.6	i	u	16.1%
COc1ccccc1N1CCN(CCCCNC(=O)c2ccc3ccccc3c2)CC1	27.8%	-38.4%	6.4%	-6.1%	-21.2%	0.0	u	-0.5%	-11.4%
Cc1ccc(N(CC(=O)N2CCCCCC2)S(=O)(=O)c2ccccc2)cc1	-6.3%	-14.5%	7.2%	5.4%	-12.5%	-11.0	i	-0.8%	0.8%
CN(C)c1cccc(C(=O)OCC(=O)c2ccc[nH]2)c1	6.7%	1.7%	u	-1.5%	0.0%	-3.0	i	-0.1%	-4.8%
COC(=O)[C@]1(C)N[C@H](CN(C)S(=O)(=O)c2ccc(F)cc2)[C@@H]2C(=O)N(C)C(=O)[C@@H]21	9.8%	3.4%	7.4%	-2.9%	0.4%	31.8	i	-1.0%	u
Cc1cccc(-c2nnc(SCC(=O)O)n2Cc2ccccc2)c1	5.6%	-7.7%	-5.9%	3.8%	24.4%	6.9	i	2.0%	u
CCCN1CCC(NC(=O)CCc2nnc(Cc3cc(OC)ccc3OC)o2)CC1	14.9%	9.0%	21.5%	1.6%	22.0%	-13.7	i	-0.5%	7.7%
COc1ccc(Cn2nnnc2CN2CCC(O)(c3ccccc3F)CC2)cc1	-16.2%	-4.8%	-27.7%	2.9%	26.1%	-14.9	i	0.4%	-8.4%
CCC1CCCCN1CC(O)Cn1c2ccccc2n2c(=O)cc(C)c(C#N)c12 (stereo unspecified)	-23.1%	22.5%	1.2%	-13.0%	-18.8%	-17.3	u	0.0%	7.3%
CNC(=O)c1cn(-c2ccccc2)c(=O)c2ccccc12	3.0%	-13.3%	21.2%	-16.4%	-0.5%	2.7	i	0.4%	-1.6%
COc1cc(OC)cc(-c2nc3n(n2)C(c2ccccc2)C(C(N)=O)=C(C)N3)c1 (stereo unspecified)	4.6%	13.4%	4.1%	2.2%	-7.6%	x	i	-0.7%	x
Cc1nc2nc(-c3ccc(F)cc3)cn2nc1C	0.3%	-19.0%	u	u	x	-14.6	x	-0.3%	-6.7%
COc1ccc(Nc2c3c(nc4ccc(NC(=O)/C=C/c5cc(OC)c(OC)c(OC)c5)cc24)CCCC3)cc1OC	3.16µM*	2.82µM*	4.8%[9.27 µM]	u	x	x	x	u	x
COC(=O)C(C)Oc1ccc(Oc2nc(Cl)ccc2Cl)cc1 (stereo unspecified)	6.7%	-29.1%	-24.2%	-0.5%	8.4%	-1.3	i	0.4%	4.4%
O=C(c1cc2ccccc2oc1=O)N(Cc1cccs1)C1CCS(=O)(=O)C1 (stereo unspecified)	-18.6%	1.6%	x	8.5%	40.9%[activator]	-7.0	i	5.9%	-1.5%
COc1cc(NS(=O)(=O)c2ccc(-c3ccc(=O)[nH]n3)o2)cc(OC)c1OC	-8.1%	12.2%	13.9%	9.4%	7.8%	-25.5	i	-0.2%	3.2%
COc1ccc(/C=N/NC(=O)CN(C)C(=O)OCc2ccccc2)cc1OC	6.5%	-6.3%	-28.0%	0.3%	-14.2%	3.9	i	-0.4%	6.0%
C/C(Nc1ccc(Cl)cc1)=C1/CCOC1=O	-0.5%	-25.8%	11.8%	6.5%	-12.9%	1.4	i	2.3%	0.1%

An excerpt of these results, with bars between the fields:
Compound | TGFb inhibitor | HepG2 tox | Nrf2 inh | A549 tox | ATXN2 expr inh | IL-1B inflam inh | ATXN viability | Nrf2 ARE act | MCF10A rereplic
COc1cc(OC)cc(-c2nc3n(n2)C(c2ccccc2)C(C(N)=O)=C(C)N3)c1 (stereo unspecified) | 4.6% | 13.4% | 4.1% | 2.2% | -7.6% | x | i | -0.7% | x
COc1ccc(Cn2nnnc2CN2CCC(O)(c3ccccc3F)CC2)cc1 | -16.2% | -4.8% | -27.7% | 2.9% | 26.1% | -14.9 | i | 0.4% | -8.4%

Additional records
SMILES	TGFb inhibitor	HepG2 tox	Nrf2 inh	A549 tox	ATXN2 expr inh	IL-1B inflam inh	ATXN viability	Nrf2 ARE act	MCF10A rereplic
COc1ccccc1-n1c(=O)c2c3c(sc2n(Cc2ccccc2F)c1=O)CN(C(C)=O)CC3	-0.2%	2.0%	x	-0.2%	-1.2%	x	u	5.1%	x
CCc1ccc(CSc2nccn2-c2ccccc2)cc1	16.8%	0.0%	2.2%	12.9%	0.2%	-28.5	i	0.0%	u
Cc1ccc2c(c1)[nH]c1c(=O)n(Cc3ccccn3)cnc12	u	1.7%	x	-5.9%	17.8%	19.4	i	5.3%	-14.0%
O=C(COc1cc2oc(=O)c3c(c2cc1Cl)CCCC3)NCC1CCC(C(=O)O)CC1 (stereo unspecified)	-2.1%	3.1%	6.0%	1.6%	8.6%	22.1	i	2.7%	-2.5%
O=C(COc1ccccc1[N+](=O)[O-])Nc1cccc(Cl)c1N1CCOCC1	u	1.5%	-17.8%	-11.8%	-29.2%	13.9	i	-0.6%	u
O=C(NCC(c1ccc(F)cc1)N1CCOCC1)c1ccc(C(=O)c2ccccc2)cc1 (stereo unspecified)	-10.8%	-36.8%	-3.4%	0.5%	-7.8%	-10.2	i	-0.7%	-3.6%
CCOc1ccc2nc(N3CCC(C(=O)NCCCN4CCOCC4)CC3)sc2c1	8.8%	3.9%	u	5.4%	-0.6%	-65.8*	i	0.8%	-3.6%
Cc1ccc(C)c(Cn2c(=O)cc(C)c3c(C)nn(-c4cccc(F)c4)c32)c1	-4.2%	-15.0%	3.5%	5.9%	4.4%	x	i	-0.1%	x
CCCN1CCc2c(sc3nc(SC)n(-c4ccccc4)c(=O)c23)C1	-17.9%	-10.3%	u	-3.3%	-7.0%	u	i	2.3%	18.4µM*
Cc1ccc(OC(=O)C(C)c2cccc(C(=O)c3ccccc3)c2)cc1 (stereo unspecified)	-5.5%	5.9%	12.7%	2.4%	-11.3%	20.8	i	-0.5%	18.9%
O=C(Cc1cc(=O)[nH]c(=O)[nH]1)NCCN1CCOCC1	-6.9%	-16.1%	14.5%	-4.7%	-4.1%	-2.6	x	-0.6%	0.7%
Cc1ccc(S(=O)(=O)c2cn(CC(=O)Nc3ccc4c(c3)OCO4)c3ccccc3c2=O)cc1C	u	-22.9%	-14.7%	2.9%	4.4%	x	i	0.2%	x
CCN1CCN(Cc2c(O)ccc3c(=O)c(Oc4ccccc4Cl)c(C(F)(F)F)oc23)CC1	-2.9%	-49.3%	8.4%	-8.5%	-0.3%	x	i	4.3%	x
CC(C)CN(C(=O)c1cccs1)C1CCS(=O)(=O)C1 (stereo unspecified)	3.4%	-1.2%	-6.4%	0.6%	3.3%	3.6	u	0.1%	12.5%
CCOc1cccc2sc(=NC(=O)CCS(=O)(=O)c3ccccc3)n(CC)c12	-13.1%	5.4%	u	-0.1%	-7.9%	7.5	i	3.0%	15.8%
CCCOC1(NC(=O)c2ccccc2)C(C)=CC(=O)C=C1C	4.2%	6.4%	5.0%	-1.0%	4.0%	19.8	i	-0.2%	0.3%
CC(C)C(=O)Nc1ccc2nc(SCC(=O)N3CCc4ccccc43)sc2c1	-26.3%	-13.1%	u	-3.0%	u	x	u	2.9%	x
Cc1ccc(S(=O)(=O)N2CCCCC2)cc1NC(=O)C1=NN(c2ccccc2)C(=O)CC1	u	-23.2%	u	0.0%	x	-21.1	i	0.4%	1.6%
CCc1nc2c(OCc3ccccc3C(=O)OC)cccn2c1N(C)C(=O)c1cccs1	-33.0%	-36.4%	x	x	-26.5%	4.2	i	-0.3%[9.22 µM]	x
COc1ccc(C(=O)Nc2nc(N)n(-c3ccccc3)n2)cc1OC	-7.2%	-4.6%	2.4%	-0.6%	-1.8%	-0.6	u	-0.2%	11.0%
Cc1noc(C)c1COC(=O)/C=C/c1ccccc1Cl	-4.7%	-0.4%	-1.3%	-0.5%	x	0.0	i	24.7%	-3.0%
CC(=O)Nc1c(O)nc(SCC(=O)Nc2c(C)cccc2C)[nH]c1=O	16.6%	8.9%	14.9%	-4.1%	6.9%	-10.0	i	-0.4%	-0.1%
CNc1ccccc1C(=O)OC(C)C(=O)Nc1ccc(S(=O)(=O)N2CCCC2)cc1 (stereo unspecified)	3.0%	-6.0%	u	u	4.5%	-9.6	i	0.1%	2.5%
CCCCCCCCNC(=O)c1cnsn1	7.9%	-13.5%	-4.4%	2.6%	-6.8%	0.9	i	0.5%	-1.4%
COC(=O)c1sc(NC(=O)c2ccc(C)o2)nc1C	-30.4%	-46.3%	19.4%	14.1%	32.8%	3.6	i	18.8%	-0.2%

Compound activity (PubChem BioAssay)
